Compound activity (PubChem BioAssay)
Tau fluor cs: counter-screen for tau fibril formation inhibitors; tau K18 P301L (four-repeat tau fragment) Alexa594 fluorescence, heparin fibrillization; Potency, µM (top dose mostly 57.7 µM), for the others: at the highest dose activity change, negative = decrease; 280,000 tested, 0.93% active; note: potency is the fitted concentration of half-maximal effect; % is set by controls: 0 for no effect and ±100 for the full control effect; nearly all actives have a fitted effect of over 55% in size
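Human K18 P301L tau (15 uM unlabeled plus 0.24 uM Alexa 594-labeled, final) in 100 mM sodium acetate pH 7 was mixed with compound and 20 uM heparin and incubated 6 hr at 37 C.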
TRb-SRC2 inh: TRbeta-SRC2 interaction inhibition; P10828; TRbeta-SRC2 peptide binding, fluorescence polarization; receptor liganded with 1 µM T3; Potency, µM (top dose mostly 106 µM), for inactives: at the top dose activity change, negative = inhibition, most hits filed as inhibitors; 280,000 tested, 0.065% active;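 note: potency is the fitted concentration of half-maximal effect; plate controls were bound peptide for no effect and peptide without receptor for full effect; nearly all actives have a fitted effect of over 50% in size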
Target sequence (P10828 whole entry, looked up): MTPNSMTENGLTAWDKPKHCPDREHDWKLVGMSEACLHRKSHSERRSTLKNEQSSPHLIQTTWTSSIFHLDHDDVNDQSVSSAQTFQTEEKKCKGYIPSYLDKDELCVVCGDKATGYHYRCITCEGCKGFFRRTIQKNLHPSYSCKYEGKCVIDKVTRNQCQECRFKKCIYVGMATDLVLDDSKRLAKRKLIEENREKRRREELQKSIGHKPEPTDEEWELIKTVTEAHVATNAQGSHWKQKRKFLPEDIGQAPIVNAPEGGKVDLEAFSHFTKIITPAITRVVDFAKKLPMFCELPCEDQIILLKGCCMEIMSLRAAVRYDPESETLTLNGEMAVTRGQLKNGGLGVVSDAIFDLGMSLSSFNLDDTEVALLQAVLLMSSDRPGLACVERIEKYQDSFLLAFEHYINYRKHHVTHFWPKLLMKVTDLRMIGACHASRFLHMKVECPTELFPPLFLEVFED
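Fluorescence polarization of 20 nM Texas Red SRC2 peptide with 0.6 uM human TRb ligand-binding domain, in Tris buffer with 1uM T3 and 5% DMSO. Incubated 5 hr ambient; normalized to unbound and bound controls.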
Tau fibril FP: blocks human tau fibril formation measured by polarization; P10636; K18 P301L tau heparin fibrillization, Alexa594 FP, 6 h; Potency, µM (highest dose often 57.7 µM), for the others: top-dose activity, negative = inhibition, most hits filed as inhibitors; 280,000 tested, 0.39% active; AID 1468; note: potency is the fitted concentration of half-maximal effect; % is set by controls: 0 for no effect and ±100 for the full control effect; nearly all actives have a fitted effect of over 55% in size
Target sequence (P10636 561-689 P618L limits assumed): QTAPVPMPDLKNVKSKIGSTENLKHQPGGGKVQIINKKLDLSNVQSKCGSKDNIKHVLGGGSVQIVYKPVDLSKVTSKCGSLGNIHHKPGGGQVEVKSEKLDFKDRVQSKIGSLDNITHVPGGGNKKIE
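Recombinant K18 P301L […], labeled with Alexa 594 at 0.24 uM over 15 uM unlabeled; heparin inducer 20 uM final; 37 C, 6 hr; FP endpoint.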
GLA spleen mod: alpha-galactosidase A (human) modulation; Potency, µM (doses to about 80 µM), for inactives: at the top dose activity change, negative = inhibition, hits mostly inhibitors; human spleen homogenate, 4MU-alpha-Gal fluorescence, 40 min; AID 2107; 240,000 tested, 0.008% active; P06280;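 note: potency is the fitted concentration of half-maximal effect; 0% = enzyme with vehicle and -100% = no enzyme basal signal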
Target sequence (P06280 32-429 limits assumed): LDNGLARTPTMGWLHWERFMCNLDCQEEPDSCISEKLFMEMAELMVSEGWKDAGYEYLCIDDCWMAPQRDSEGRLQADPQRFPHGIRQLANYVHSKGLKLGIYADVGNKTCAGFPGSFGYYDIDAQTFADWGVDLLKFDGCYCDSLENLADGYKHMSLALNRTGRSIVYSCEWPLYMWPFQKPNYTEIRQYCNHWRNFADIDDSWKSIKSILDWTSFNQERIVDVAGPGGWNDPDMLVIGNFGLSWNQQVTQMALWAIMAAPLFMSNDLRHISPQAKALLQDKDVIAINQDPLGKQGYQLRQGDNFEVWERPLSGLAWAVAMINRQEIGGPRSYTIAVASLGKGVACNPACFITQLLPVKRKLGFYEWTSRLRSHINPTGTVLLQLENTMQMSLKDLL
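Spleen homogenate 1 ug + cpd (titration) + 4-MU-alpha-D-galactopyranoside 1 mM; 37C 40 min; 50 mM citrate/phosphate pH 5.0, 0.01% Tween-20; stop pH 10; fluorescence 365/440; AC50 via Hill.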
Epigenetic reg: regulators of epigenetic silencing causing reporter derepression in mouse cells; murine LDR cells, GFP reporter derepression, 30 h; Potency, µM (series often up to 53.9 µM), for inactives: top-dose GFP activation, actives largely listed as activators; 280,000 tested, 0.2% active; AID 1865; note: potency is the fitted concentration of half-maximal effect; % of control where 0% means no effect; nearly all actives have a fitted effect of over 60% in size
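Murine LDR cells carrying a silenced, genomically integrated CMV-driven GFP reporter were exposed to compound for 30 hours at 37 C. After PBS washes, GFP-positive cells (20–120 um objects) were counted by laser-scanning microplate cytometry.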
TexasRed fluor: Texas Red fluorescence interference in TRb-SRC2 counter-screen; TRb/SRC2 Texas Red total fluorescence interference; Potency, µM (highest dose often 106 µM), without a hit: at the top dose fluorescence change, negative = quenching; 280,000 tested, 0.29% active; AID 1479; active = well fitted curve in either direction with a large enough effect; inconclusive = small, poorly fitted or top-dose-only effect; note: potency is the fitted concentration of half-maximal effect; % is set by controls: 0 for no effect and ±100 for the full control effect
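Human TRb ligand-binding domain at 0.6 uM with 20 nM Texas Red SRC2 peptide in Tris buffer containing 1 uM T3 and 5% DMSO, incubated with compound 5 h at ambient temperature. Total fluorescence (555/632 nm) calculated as parallel + 2 × perpendicular.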
CBFb-RUNX1 inh: CBF-beta/RUNX1 interaction disruption. Potency, µM (doses to about 59.8 µM), for inactives: top-dose activity, negative = inhibition, most hits filed as inhibitors. Q01196+Q13951. AID 1477. AlphaScreen CBFb-His/RUNX1-biotin binding, biochemical. 230,000 tested, under 10 active; note: % of control where 0% means no effect
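Inhibition was taken as any reduction in AlphaScreen signal from the CBF-beta–RUNX1 pair (His and biotin tags, 30 nM each), measured after compound (15 min) and bead (90 min) incubations at room temperature.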
NPSR antagonist: antagonists of human neuropeptide S receptor cAMP signaling. CHO-NPSR cells, cAMP TR-FRET, antagonist mode. Potency, µM (titrated, usually from 38.3 µM), for inactives: at the highest dose activity change, negative = inhibition, hits mostly inhibitors. Q6W5P4. AID 1461. 220,000 tested, 1% active; note: potency is the fitted concentration of half-maximal effect; % is set by controls: 0 for no effect and ±100 for the full control effect; nearly all actives have a fitted effect of over 50% in size; many of its hits are not listed in these tables
Active calls of the source: *; ? = inconclusive; nt = not tested or not shown; & = joins results of further samples; [ ] = remark or other dose. Unless noted, calls come from the whole dose curve; as a rule, active = well fitted curve in the direction sought with a large enough effect; inconclusive = small, poorly fitted or top-dose-only effect, or another doubt; inactive = no such curve, though single readings can be large; an effect the other way counts as inactive or inconclusive. A portion of the library; count on the stated rates, not on these rows.

Values run as follows: Tau fluor cs | TRb-SRC2 inh | Tau fibril FP | GLA spleen mod | Epigenetic reg | TexasRed fluor | CBFb-RUNX1 inh | NPSR antagonist
CCCS(=O)(=O)N1CCCC(C(=O)NCCN(CC)c2ccccc2)C1 (stereo not given)
 : -13.0% | -5.5% | -4.9% | 5.5% | -1.7% | 0.4% | -8.5% | -11.2%[46.1 µM]
Cc1ccc(CSC2=NC(C)(C)Nc3ccccc32)c(C)c1
 : 14.1µM*[quencher] | -8.4% | 3.8% | nt | -1.6% | ? | nt | nt
N#CCCn1cc(C(CC(=O)c2ccc(Br)cc2)C(=O)O)c2ccccc21 (stereo not given)
 : -2.1% | -2.7% | -0.6% | 3.3% | 0.7% | -7.6% | -24.0% | -14.6%[46.1 µM]
COCC(C)n1c(C)cc(C(=O)COC(=O)c2ccc3ncsc3c2)c1C (stereo not given)
 : -16.1% | 3.7% | 0.6% | -4.2% | 6.0% | 1.7% | -9.5% | -13.7%[46.1 µM]
O=C(COc1ccccc1Cl)Nc1nc(-c2ccc(F)cc2)ns1
 : -6.5% | -3.4% | ? | nt | -2.6% | -1.5% | nt | nt
CCOC(=O)N1CCN(S(=O)(=O)c2ccc3c(c2)CCN3C(=O)C2CC2)CC1
 : -1.1% | 2.4% | -4.2% | -4.4% | -0.9% | 1.8% | -2.8% | -10.8%[46.1 µM]
COc1c(C)cc(Br)cc1C(=O)Nc1ccc(C)cc1[N+](=O)[O-]
 : 4.0% | -2.4% | 8.2% | -1.2% | 1.3% | -0.2% | -12.1% | -4.0%[46.1 µM]
N#Cc1ccsc1NC(=O)CSc1ncn[nH]1
 : -4.4% | -6.2% | 2.8% | 7.5% | -1.0% | 2.6% | -1.0% | 1.9%[46.1 µM]
COCCn1c(C)cc(C(=O)CSc2ncn[nH]2)c1C
 : -1.3% | -4.2% | -5.5% | 1.1% | -1.1% | -4.7% | 2.2% | -7.1%[46.1 µM]
CC1=C(C(=O)OC2CCCCC2)C(c2ccc(C)o2)C2=C(CCCC2=O)N1 (stereo not given)
 : -8.2% | -24.6% | -4.2% | 3.6% | -1.3% | 0.9% | -9.1% | -26.3%[46.1 µM]
C[C@@H]1C=C(C(=O)NC2CC2)O[C@H](OCc2ccc(CO)cc2)C1
 : 3.5% | 9.6% | -5.7% | 8.7% | -1.1% | -1.5% | 8.1% | 17.5%
O=C(O)/C=C/C(=O)Nc1ccc(OC(F)(F)F)cc1Br
 : -7.0% | 31.6µM* | 4.4% | 13.4% | 0.0% | -8.3% | 14.8% | 3.5%
CCOc1ccc(N2C(=O)CC(N3CCN(c4ccccc4F)CC3)C2=O)cc1 (stereo not given)
 : 7.4% | 3.3% | 9.0% | -0.5% | 0.8% | -1.0% | 2.7% | -6.5%[46.1 µM]
Cc1ccc2c(c1)N(CC(=O)NCCCN1CCCCC1C)C(=O)c1cccnc1O2 (stereo not given)
 : 6.9% | -0.3% | -0.9% | nt | -1.2% | 6.7% | nt | nt
CCN(CC)S(=O)(=O)c1cccc(-c2n[nH]c(=S)n2Cc2ccccc2)c1
 : -3.0% | -4.4% | -1.4% | 2.4% | -2.5% | -1.1% | 3.7% | -46.7%
S=C(NCCc1ccccc1)NCC1CCCO1 (stereo not given)
 : 2.2% | -3.5% | -8.9% | 4.7% | 0.9% | -1.3% | 0.2% | 8.6%
CC(=O)c1cccc(NC(=S)NC(=O)c2ccccc2)c1
 : -7.0% | -4.5% | -8.7% | 9.2% | -0.9% | -0.5% | -6.3% | 4.5%
COc1cccc(CN2C(=O)CCC2(C)C(=O)NC2CCCCC2)c1 (stereo not given)
 : -4.2% | 2.1% | ? | 8.6% | -1.0% | -2.7% | -1.8% | 13.6%
COc1cc(C)ccc1OCCSc1nc(-c2cccc(C)c2)nc2cc(=O)[nH]n12
 : -4.6% | -3.8% | -10.5% | nt | 3.1% | -1.2% | nt | nt
CCOC(=O)CN(C(=O)CNC(=O)c1ccco1)C(C(=O)NC1CCCCC1)c1cccc(OC)c1 (stereo not given)
 : -8.1% | -3.4% | -5.9% | -4.3% | -0.1% | -5.3% | 4.3% | 0.3%[46.1 µM]
COc1ccc(NC(=O)CSc2nc3ccsc3c(=O)n2CCCCCC(=O)O)cc1
 : -14.6% | 2.0% | -2.2% | 4.5% | -7.8% | 1.0% | 5.9% | 5.3%
O=C(OCC(COC(=O)c1ccccc1)(COC(=O)c1ccccc1)COC(=O)c1ccccc1)c1ccccc1
 : nt | 9.7% | nt | 12.6% | nt | -2.1% | 4.1%[21.7 µM] | nt
CC(C)(C)C(=O)NCCc1nc2ccccc2n1CC(=O)c1ccccc1
 : -6.3% | -7.2% | 5.2% | -0.3% | 4.7% | -2.8% | 8.2%[2.36 µM] | 1.6%
CCn1cc([N+](=O)[O-])c(C(=O)Nc2c(C)nn(Cc3c(F)c(F)c(F)c(F)c3F)c2C)n1
 : -4.0% | 1.9% | 2.5% | 3.1% | 2.8% | 0.8% | -1.3% | 1.4%[46.1 µM]
Cc1onc(-c2c(F)cccc2Cl)c1C(=O)Nc1cccc2nsnc12
 : ? | -1.0% | -6.9% | 12.1% | -1.8% | -0.6% | ? | -28.1%[46.1 µM]
CNc1ccccc1C(C)(C)c1cc(-c2ccco2)n[nH]1
 : ? | 23.2% | ? | 3.6% | 13.6% | 3.2% | ? | -9.7%[46.1 µM]
C=CCNC(=S)NNC(=O)C(CC(C)C)CC(C)O (stereo not given)
 : 3.0% | -1.1% | 0.9% | 2.2% | 0.0% | -0.9% | 11.6% | 6.4%
COc1ccc(-c2[nH]ncc2CN2CCC(O)(c3ccc(Cl)cc3)CC2)cc1
 : -5.3% | -1.6% | 1.7% | 6.8% | 1.0% | -1.1% | 9.3% | 14.2%
CSc1nc2ccc(NC(=O)c3cc4ccccc4o3)cc2s1
 : -28.6% | 1.1% | ? | 5.7% | 0.0% | 1.0% | 3.8% | -22.9%[46.1 µM]
O=C1NCCc2c1[nH]c1ccccc21
 : -4.0%&-4.2% | 2.3%&-9.7% | -2.1%&4.8% | -0.2%&0.4% | 3.1%&-2.3% | 2.9%&-2.7% | -1.8%&-2.4% | -17.0%
Cc1c(C#N)c2ncn(CCCN(C)C)c(=O)c2n1-c1ccccc1
 : -9.0% | 1.0% | 3.8% | 11.8% | -1.1% | -0.4% | 2.0% | 27.2%[46.1 µM]
NNC(=O)c1ccc(COc2ccc3ccccc3c2)cc1
 : -28.2% | -8.1% | -9.4% | -2.0% | 1.1% | -1.9% | -5.3% | -6.7%
C(/CCc1ccccc1)=N\n1cnnc1
 : 0.9% | 2.7% | 1.2% | 0.3% | 0.1% | 0.5% | -1.3% | 2.2%[46.1 µM]
O=C(CSc1ccc(Cl)cc1)N1CCC(c2nc3ccccc3s2)CC1
 : -9.1% | 3.9% | 1.4% | -0.8% | -0.3% | 1.2% | 0.5% | -20.1%[46.1 µM]
CCn1cc(/C=N\NC(=O)c2ccc(Cl)cc2)cn1
 : 8.1% | 0.9% | -5.5% | -10.1% | -1.2% | -0.1% | -2.8% | -0.3%
Cc1ccc(-n2c(=O)c3c(c4cc(C)ccc4n3C)n(CC(=O)Nc3cc(C)cc(C)c3)c2=O)cc1
 : -0.6% | 2.8% | -6.7% | nt | -3.2% | 0.3% | nt | nt
O=C(NC1CCCc2ccccc21)C1CCN(S(=O)(=O)c2ccccc2F)CC1 (stereo not given)
 : -5.3% | 3.3%[53 µM] | 0.0% | -4.7% | 0.0% | -2.9%[53 µM] | -7.8% | 2.7%
Cc1ccc(C)c(S(=O)(=O)c2nnn3c2nc(NC(C)C)c2sccc23)c1
 : -23.7% | -0.5% | -14.8% | nt | 5.6% | -0.8% | nt | nt
O=C(/C(=N/N=C/c1ccc(O)c(O)c1O)c1ccccc1)c1ccccc1
 : 6.9% | -0.3% | -2.8% | 4.3% | 0.0% | -1.3% | -3.2% | ?
CCCCOc1ccc(C(=O)NCCCC(=O)N2CCCCC2)cc1
 : -0.5% | -16.4% | 2.5% | -2.5% | -2.3% | 1.9% | 3.2% | -11.1%[46.1 µM]

Ordered by formula weight (ascending): part of the list above.
Values run as follows: Tau fluor cs | TRb-SRC2 inh | Tau fibril FP | GLA spleen mod | Epigenetic reg | TexasRed fluor | CBFb-RUNX1 inh | NPSR antagonist
NNC(=O)c1ccc(COc2ccc3ccccc3c2)cc1
 : -28.2% | -8.1% | -9.4% | -2.0% | 1.1% | -1.9% | -5.3% | -6.7%
Cc1c(C#N)c2ncn(CCCN(C)C)c(=O)c2n1-c1ccccc1
 : -9.0% | 1.0% | 3.8% | 11.8% | -1.1% | -0.4% | 2.0% | 27.2%[46.1 µM]
CCCCOc1ccc(C(=O)NCCCC(=O)N2CCCCC2)cc1
 : -0.5% | -16.4% | 2.5% | -2.5% | -2.3% | 1.9% | 3.2% | -11.1%[46.1 µM]
CCn1cc([N+](=O)[O-])c(C(=O)Nc2c(C)nn(Cc3c(F)c(F)c(F)c(F)c3F)c2C)n1
 : -4.0% | 1.9% | 2.5% | 3.1% | 2.8% | 0.8% | -1.3% | 1.4%[46.1 µM]

Next compounds.
Molecule | Tau fluor cs | TRb-SRC2 inh | Tau fibril FP | GLA spleen mod | Epigenetic reg | TexasRed fluor | CBFb-RUNX1 inh | NPSR antagonist
COc1ccc(S(=O)(=O)Nc2nnc(C(C)C)s2)cc1 | 3.3% | -1.6% | -6.2% | -19.9% | 0.0% | -3.8% | 3.4% | -11.2%[46.1 µM]
CCN(CC)C(=O)c1cncc(C(=O)N(CC)CC)c1-c1ccccc1 | 2.2% | -12.5% | 4.3% | 0.2% | -1.0% | -1.3% | 17.1% | -8.6%[46.1 µM]
CCCOC(=O)/C(=C\C=C\c1ccccc1)NC(=O)c1ccccc1 | -12.9% | 4.7% | 6.7% | 0.8% | -1.1% | -1.6% | 19.3% | 49.5%
Cc1ccc(-c2csc(=Nc3ccccc3)n2CCCO)cc1 | ? | -10.6% | 2.7% | nt | 0.0% | 2.7% | nt | nt
